Anesthetic bind: binds horse apoferritin like a general anesthetic; P02791; apoferritin/1-aminoanthracene competitive binding, fluorescence; Potency, µM (titrated, usually from 77.5 µM), without a hit: at the highest dose activity change, negative = displacement, usual class: inhibitors; 350,000 compounds, 0.074% hits; AID 485281; also: potency is read from the fitted curve at half-maximal effect; % is scaled to controls: 0 for no effect and ±100 for the full control effect; nearly all actives have a fitted effect of over 20% in size
Target sequence (P02791 2-175 limits assumed): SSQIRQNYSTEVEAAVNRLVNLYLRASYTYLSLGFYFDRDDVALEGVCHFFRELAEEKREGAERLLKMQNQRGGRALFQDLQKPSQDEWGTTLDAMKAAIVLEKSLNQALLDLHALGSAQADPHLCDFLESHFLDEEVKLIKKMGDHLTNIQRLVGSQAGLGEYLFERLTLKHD
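Probe: 1-aminoanthracene (50% saturated, PBS). Protein: horse-spleen apoferritin, 10 uM. Incubation: 10 min, room temperature. Detection: 380 nm excitation, 535 nm emission. Analysis: normalized response, four-parameter Hill.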
APEX1 inh: inhibitors of human APE1 endonuclease | recombinant APE1, TAMRA/BHQ-2 abasic DNA cleavage fluorescence | P27695 | 350,000 compounds, 0.35% hits | Potency, µM (top dose mostly 65.8 µM), for the others: at the top dose activity change, negative = inhibition, hits mostly inhibitors | AID 2517;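 also: potency is read from the fitted curve at half-maximal effect; plate controls were vehicle for no effect and reference inhibitor for full effect; nearly all actives have a fitted effect of over 55% in size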
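Kinetic fluorescence read (525 ex/598 em nm, three reads 60 s apart) of AP-site incision; signal = third minus first read. Enzyme 0.75 nM, dual-labelled THF duplex 50 nM, compound preincubation 15 min RT.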
LDHA inh: blocks human lactate dehydrogenase A. activity change, % (values are at about 110 or 230 µM). purified LDHA, NADH/diaphorase-resazurin fluorescence; active compounds read low. 480,000 compounds, 0.15% hits. P00338; in the data active = activity change below about -30%; inconclusive = mostly about -25% to -30%;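 also: plate controls were DMSO wells for no effect and wells without enzyme for full effect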
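Resorufin fluorescence (ex540/em590), read at 0 and 20 min after diaphorase/resazurin addition, reports the NADH left after a 5 min room-temperature reaction of 2 nM human LDH5 with 0.06 mM NADH and 0.2 mM pyruvate.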
BLM inh: inhibitors of human Bloom syndrome helicase BLM; 350,000 compounds, 0.2% hits; P54132; AID 2528; Potency, µM (top dose mostly 56.1 µM), inactives show top-dose activity change, negative = inhibition, hits mostly inhibitors; recombinant BLM DNA unwinding, fluorescence dequenching;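 also: potency is read from the fitted curve at half-maximal effect; plate controls were vehicle for no effect and no enzyme for full effect; nearly all actives have a fitted effect of over 35% in size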
POLH inh: inhibitors of human DNA polymerase eta. recombinant Pol eta, fluorescent DNA replication assay. Potency, µM (highest dose often 114 µM), for inactives: at the highest dose activity change, negative = inhibition, hits mostly inhibitors. 390,000 compounds, 1.2% hits. Q9Y253; also: potency is read from the fitted curve at half-maximal effect; % is scaled to controls: 0 for no effect and ±100 for the full control effect
Target sequence (Q9Y253 whole entry, looked up): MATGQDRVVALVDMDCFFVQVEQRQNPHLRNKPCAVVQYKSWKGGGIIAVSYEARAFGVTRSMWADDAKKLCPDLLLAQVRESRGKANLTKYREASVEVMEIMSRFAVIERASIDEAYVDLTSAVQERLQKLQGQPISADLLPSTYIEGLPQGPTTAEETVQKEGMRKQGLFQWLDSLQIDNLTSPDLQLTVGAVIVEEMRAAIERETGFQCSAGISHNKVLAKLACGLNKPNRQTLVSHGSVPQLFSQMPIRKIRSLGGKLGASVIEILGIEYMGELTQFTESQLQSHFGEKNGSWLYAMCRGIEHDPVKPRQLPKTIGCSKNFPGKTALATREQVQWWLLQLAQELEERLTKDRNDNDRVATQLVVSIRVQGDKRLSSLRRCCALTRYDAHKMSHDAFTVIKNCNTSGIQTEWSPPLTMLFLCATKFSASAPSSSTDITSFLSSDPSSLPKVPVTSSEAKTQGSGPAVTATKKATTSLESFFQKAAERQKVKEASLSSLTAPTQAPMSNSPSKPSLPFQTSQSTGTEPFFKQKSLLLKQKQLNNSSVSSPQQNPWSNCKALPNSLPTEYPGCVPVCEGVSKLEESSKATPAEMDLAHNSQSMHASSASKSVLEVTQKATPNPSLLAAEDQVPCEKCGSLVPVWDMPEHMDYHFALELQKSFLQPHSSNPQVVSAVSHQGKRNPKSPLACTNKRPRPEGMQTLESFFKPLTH
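Pol eta at 10 nM preincubated with compounds 15 min at room temperature; reaction started with fluorescent substrate (50 nM final) and read kinetically at 0 and 10 min.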
Glioma ERSR ind: inducers of ER stress response in human glioma cells | U87-MG GRP78 promoter luciferase reporter, 16 h | Potency, µM, inactives show at the top dose activation, actives largely listed as activators | 420,000 compounds, 0.02% hits | AID 602332; also: potency is read from the fitted curve at half-maximal effect; series mostly up to about 76 µM; % of control where 0% means no effect; nearly all actives have a fitted effect of over 35% in size
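ERSR induction read as luciferase luminescence (Bright-Glo, 10 min at room temperature) in stably transfected human U87-MG glioma cells exposed to compounds for 16 h, using GRP78 as sensor.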
Pol beta inh: DNA polymerase beta (human) inhibition; P06746; Pol beta primer extension/strand displacement, fluorescence kinetic; Potency, µM (doses to about 114 µM), for inactives: at the top dose activity change, negative = inhibition, actives largely listed as inhibitors; 340,000 compounds, 1.3% hits; AID 485314; also: potency is read from the fitted curve at half-maximal effect; % is scaled to controls: 0 for no effect and ±100 for the full control effect
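Values derive from four-parameter Hill fits of normalized kinetic data: reads at 0 and 10 min following addition of 50 nM substrate to 10 nM Pol beta preincubated 15 min with compound.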
POLK inh: blocks human DNA polymerase kappa activity; Q9UBT6; purified Pol kappa, fluorescent DNA synthesis assay, 10 min; Potency, µM (series often up to 107 µM), for the others: at the highest dose activity, negative = inhibition, hits mostly inhibitors; 400,000 compounds, 0.53% hits; also: potency is read from the fitted curve at half-maximal effect; % is scaled to controls: 0 for no effect and ±100 for the full control effect
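Kinetic fluorescence screen: compound preincubated 15 min RT with 10 nM enzyme; 50 nM substrate (final) initiates; reads at 0/10 min.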
POLI inh: inhibitors of human DNA polymerase iota; Q9UNA4; Pol iota fluorescent replication assay, 10 min; Potency, µM (series often up to 115 µM), inactives show top-dose activity, negative = inhibition, usual class: inhibitors; 390,000 compounds, 1% hits; also: potency is read from the fitted curve at half-maximal effect
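Fluorescent replication assay read twice, at 0 min and 10 min after adding 50 nM (final) substrate. Enzyme (10 nM) and compounds were first incubated 15 min at room temperature; enzyme-free buffer wells were negative controls.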
Starred values were filed as active, the others as inactive; u = inconclusive; x = no result given; & = joins results of further samples; [ ] = remark or other dose. Unless noted, calls follow the shape of the dose curve; as a rule, active = well fitted curve in the direction sought with a large enough effect; inconclusive = small, poorly fitted or top-dose-only effect, or another doubt; inactive = no such curve, though single readings can be large; an effect the other way counts as inactive or inconclusive. The list is partial; count on the stated rates, not on these rows.

no.	Structure	Anesthetic bind	APEX1 inh	LDHA inh	BLM inh	POLH inh
1	CCOc1ccc(OC(=O)C(CCS(C)(=O)=O)N2C(=O)c3ccccc3C2=O)cc1 (stereo unspecified)	-13%	-2%	0	-5%	-7%
2	CCc1cc(Cn2nc(-c3ccccc3)cc2C(=O)NCc2cccs2)on1	x	-10%	-8	x	-19%
3	CCOC(=O)C(=O)N/N=C(/c1ccccc1)c1ccc(OC)cc1	-12%	1%	-4	-4%	-6%
4	C=CCn1c(SCC(=O)NCc2ccco2)nc2sc3c(c2c1=O)CCC3	-15%	-2%	-3	2%	u
5	CCc1cccc(NC(=O)CCS(=O)(=O)c2cc3c(cc2C)NC(=O)CO3)c1	-15%	5%	-9	-2%	-2%
6	Cc1cccc(N(C(=O)c2csnn2)C(C(=O)NC(C)(C)C)c2cccnc2)c1 (stereo unspecified)	-5%	0%	-4	1%	-9%
7	Cc1nn(C)c(Oc2ccccc2)c1CCNS(=O)(=O)c1ccc(Cl)cc1	-6%	-6%	-3	-4%	-14%
8	CCS(=O)(=O)N1CC(=O)N(c2cc(C)cc(C)c2)C(C)(C(=O)NC2CCCCC2)C1 (stereo unspecified)	4%	x	-6	0%	-8%
9	CCOn1c(=O)c(-c2cccc3ccccc23)[n+]([O-])c2ccccc21	-20%	-13%	-2	-3%	-14%
10	COc1cccc(C2/C(=C(\O)c3c(C)nc4c(C)cccn34)C(=O)C(=O)N2CCCN(C)C)c1 (stereo unspecified)	-11%	9%	x	-3%	x
11	CC(=O)c1cccc(NC(=O)c2cc(-c3ccc4c(c3)OCCO4)on2)c1	u	x	-16	-2%	-14%
12	COc1cc2c3nnc(-c4ccc(F)cc4)c-3cn(Cc3cccc(C)c3)c2cc1OC	-12%	-6%	-16	-6%	-2%
13	CCOc1ccccc1N(CC(=O)NCc1ccncc1)S(=O)(=O)c1ccccc1	-7%	2%	-4	-4%	-13%
14	O=C(/C=C/c1c(F)cccc1Cl)NCc1ccc2c(c1)OCO2	-18%	37%	-2	-3%	-18%
15	CNc1nc(Sc2cccc(C(F)(F)F)c2)cc(C(F)(F)F)n1	u	-1%	2	-13%	-15%

no.	Glioma ERSR ind	Pol beta inh	POLK inh	POLI inh
1	0%	9%	3%	0%
2	-1%	x	-14%	-11%
3	-4%	24%	-4%	-2%
4	0%	1%	-6%	u
5	-6%	31%	-7%	5%
6	0%	3%	5%	-6%
7	-5%	-22%	-5%	8%
8	-2%	-10%	2%	18%
9	-2%	u	-5%	115%[activator]
10	x	8%	x	x
11	-7%	12%	-8%	18%
12	-5%	4%	-9%	19%
13	-3%	-24%	-21%	83%[activator]
14	2%	3%	-4%	19%
15	-5%	12%	-7%	11%

Later entries.
no.	Structure	Anesthetic bind	APEX1 inh	LDHA inh	BLM inh	POLH inh
16	N/C(=N\OC(=O)C1CC1)c1ccc([N+](=O)[O-])s1	-2%	10%	1	0%	-11%
17	CC(=O)Nc1ccc(N2CCCCC2)cc1	u	0%	1	-1%	-2%
18	O=C(COc1ccc2cc(Br)ccc2c1)N1CCCC1	-5%	3%	-18	-9%	-14%
19	CCCCc1[nH]nc2c1C1(C(=O)N(CC)c3ccccc31)C(C#N)=C(N)O2 (stereo unspecified)	-4%	11%	1	0%	-17%
20	O=C(NCc1ccc(F)cc1)c1cc2c(=O)n3ccccc3nc2s1	30%[activator]	x	-1	-6%	x
21	CCOc1ccccc1N(CC(=O)O)S(=O)(=O)c1ccc(C)cc1	-10%	0%	-1	-1%	-10%
22	CCn1nc(C(=O)NCC(c2cccs2)N2CCOCC2)c2ccccc2c1=O (stereo unspecified)	-6%	36%	-2	1%	-10%
23	Cc1cccc(C)c1OCC(=O)Nc1ccc2c(c1)C(=O)NC2=O	-14%	-6%	-16	0%	-16%
24	Nc1ccc2nc(SCC(=O)N3CCN(c4ccccc4)CC3)sc2c1	-10%	-4%	0	-1%	-19%
25	O=C(NCc1ccc(-c2csnn2)cc1)c1cc(Cl)cc(Cl)c1	-10%	4%	-4	-6%	-12%
26	COc1ccc(N(CC(=O)NCc2ccco2)S(=O)(=O)c2ccc(C)cc2)cc1	-11%	2%	2	-3%	-18%
27	COc1ccccc1-c1cc(-c2ccccc2)nc(=O)[nH]1	33%[activator]	-5%	-1	6%	-16%
28	Clc1cccc(CN2CCSCC2)c1Cl	u	43%	-15	-5%	-12%
29	C/C(=N\NC(=O)c1ccc(CSc2cccc3cccnc23)cc1)C1CCCCC1	-3%	-8%	-11	1%	-7%
30	CC(=O)NS(=O)(=O)c1ccc(N2C(=O)c3ccccc3C2=O)cc1	-6%	3%	-9	-1%	-8%

no.	Glioma ERSR ind	Pol beta inh	POLK inh	POLI inh
16	-2%	57%	-3%	u
17	8%	26%	-14%[60.1 µM]	-12%
18	2%	27%	1%	-27%
19	4%	2%	-2%	9%
20	x	-9%	13%	7%
21	-5%	14%	-9%	28%
22	-1%	3%	-18%	8%
23	7%	24%	-5%	62%[activator]
24	-1%	0%	8%	29%
25	-5%	0%	8%	-30%
26	0%	-16%	1%	3%
27	0%	19%	0%	99%[activator]
28	-2%	-18%	-5%	140%[activator]
29	0%	10%	-18%	18%
30	-1%	2%	-4%	-9%

The final four records of the section above lead into the next:
no.	Structure	Anesthetic bind	APEX1 inh	LDHA inh	BLM inh	POLH inh
27	COc1ccccc1-c1cc(-c2ccccc2)nc(=O)[nH]1	33%[activator]	-5%	-1	6%	-16%
28	Clc1cccc(CN2CCSCC2)c1Cl	u	43%	-15	-5%	-12%
29	C/C(=N\NC(=O)c1ccc(CSc2cccc3cccnc23)cc1)C1CCCCC1	-3%	-8%	-11	1%	-7%
30	CC(=O)NS(=O)(=O)c1ccc(N2C(=O)c3ccccc3C2=O)cc1	-6%	3%	-9	-1%	-8%
31	Nc1c(C(=O)CSc2ccccn2)c(=O)[nH]c(=O)n1C1CC1	x	-4%	0	x	-11%
32	COc1ccc(S(=O)(=O)N(C)CC(=O)NC2CCCC2)cc1OC	-1%	17%	-8	-2%	-23%
33	O=C(c1cc(-c2ccc3c(c2)OCO3)on1)N1CCCCC1	-3%	2%	-3	-1%	-19%
34	CC1(C)CC(=O)c2cc(OCC(=O)NCCN3CCCc4ccccc43)ccc2O1	95%[activator]	2%	1	5%	-5%
35	COC(=O)N1CN(C(=O)OC)CN(C(=O)OC)C1	-4%	0%	-4	-2%	-12%
36	COc1ccc(S(=O)(=O)Nc2cccc(C)n2)c2ccccc12	-2%	-5%	2	-1%	6%
37	O=C(N=Nc1c(O)[nH]c2ccc(Cl)cc12)c1cc(-c2cccs2)nc2ccccc12	6%	-1%	-1	-3%	-12%
38	OB(O)c1ccc(Br)cc1	u	-8%	2	1%	x
39	COC(=O)c1c(NC(=O)Cc2coc3ccc(C)cc23)sc2c1CCC2	-5%	x	2&-2	-5%	-13%
40	CCOC(=O)C1CCCN(C(=O)Cn2nc(C)c3c(C)n(-c4ccccc4)nc3c2=O)C1 (stereo unspecified)	u	54%[activator]	0	1%	1%
41	O=C(c1ccco1)N1CCN(C(=O)C2CCCO2)CC1 (stereo unspecified)	-2%	3%	-6	0%	11%
42	O=C(CCc1ccccc1)N=C1SC2CS(=O)(=O)CC2N1c1ccccc1F (stereo unspecified)	-11%	17%	-14	-4%	-13%
43	CC(C)(C)C(=O)Nc1ccc(F)cc1[N+](=O)[O-]	-8%	2%	-2	2%	-14%
44	CC(C)Sc1nc(SCC(=O)NCc2ccco2)c2c3c(sc2n1)COC(C)(C)C3	-22%	12%	-8	-4%	u
45	O=C1CC(c2ccc(OCCCCCOc3ccc(C4CC(=O)NC4=O)cc3)cc2)C(=O)N1 (stereo unspecified)	u	13%	-3	-13%	-3%

no.	Glioma ERSR ind	Pol beta inh	POLK inh	POLI inh
27	0%	19%	0%	99%[activator]
28	-2%	-18%	-5%	140%[activator]
29	0%	10%	-18%	18%
30	-1%	2%	-4%	-9%
31	4%	x	5%	37%[activator]
32	-4%	27%	-22%	21%
33	-13%	3%	3%	21%
34	-3%	65%	-22%	7%
35	-3%	17%	10%	0%
36	-5%	13%	-11%	2%
37	-5%	0%	-2%	-10%
38	-4%	x	-1%	8%
39	3%	u	6%	7%
40	-5%	-8%	-13%	3%
41	-1%	-1%	-6%	5%
42	-6%	u	-10%	-9%
43	4%	2%	5%	27%
44	1%	u	-4%	-18%
45	-5%	59%	u	u

By substructure, those above containing bromine.
no.	Structure	Anesthetic bind	APEX1 inh	LDHA inh	BLM inh	POLH inh
18	O=C(COc1ccc2cc(Br)ccc2c1)N1CCCC1	-5%	3%	-18	-9%	-14%
38	OB(O)c1ccc(Br)cc1	u	-8%	2	1%	x

no.	Glioma ERSR ind	Pol beta inh	POLK inh	POLI inh
18	2%	27%	1%	-27%
38	-4%	x	-1%	8%
